S100A4 inh HTS = inhibitors of human S100A4 binding to myosin IIA peptide | P26447 | S100A4/TAMRA-MyoIIA peptide fluorescence polarization | inhibition, % at 10.7 µM | 0.14% of 360,000 active;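 active = mean inhibition of at least 70% across replicates, with every replicate also reaching that level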
Target sequence (P26447 whole entry, looked up): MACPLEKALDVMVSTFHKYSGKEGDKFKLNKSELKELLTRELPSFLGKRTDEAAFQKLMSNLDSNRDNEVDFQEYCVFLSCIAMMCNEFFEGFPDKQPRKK
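Material: S100A4 monomer (human). Medium: Calcium-containing HEPES buffer, pH 7.2. Probe or stimulus: labelled myosin peptide probe, 5 nM. Compound dosing: one concentration per compound. Timing: polarization read 5 min after assay mix addition, stable 5–60 min. Benchmarks: DMSO as neutral control, TFP as positive control.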
esBAF inh = inhibitors of esBAF chromatin remodeling in mouse ES cells; Bmi1-luciferase knock-in reporter, 24 h; 100% = twice the neutral-well signal; 2% of 350,000 active; reporter increase, % at 12.5 µM; in the data active = activation above about 40%;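 also: 0% = median of the plate's neutral control wells and 100% = double that signal; a rise in the Bmi1 reporter signal indicates esBAF inhibition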
E-selectin induc = induces E-selectin expression in human endothelial cells; P16581; AID 686992; activation, % at 7.58 µM; HUVEC E-selectin immunofluorescence imaging; normalized: neutral wells 0, TNF-alpha wells 100; 0.37% of 260,000 active;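 active = mean E-selectin-positive cell signal at least 10% of the positive control, reached in at least 60% of replicates, without over 20% cell loss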;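 also: in these data hits start at about 27%; measured in HUVEC primary endothelial cells; signal is the percent of cells scored E-selectin positive by PE staining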
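Test system: HUVEC | Signal: Immunofluorescence imaging | Read-out: Percent E-selectin-positive cells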
XiGFP reactiv = X-chromosome reactivation activator. XiGFP mouse fibroblasts, % GFP-positive cells imaging, 3 d; cells co-treated with 5-aza-dC sensitizer; scaled so ellipticine positive control = 100%. activation, % at 7.58 µM. 0.055% of 360,000 active;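 active = mean normalized replicate activation at least 10% and every replicate at or above 10%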;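 also: 0% = median of on-plate neutral control wells and 100% = ellipticine 6 µM median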
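Assay system: SV40-immortalized XiGFP fibroblast cells, line 68-5-11; buffer or medium: DMEM plus 5-aza-dC sensitizer; compound: one concentration, pinned; timing: compounds 3 days, fix/stain 15 min at room temperature; benchmarks: positive control ellipticine, 6 µM final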
RAD54 inh = inhibitors of human RAD54 branch migration; 0.14% of 360,000 active; RAD54 Holliday junction branch migration, FAM/BHQ fluorescence; inhibition, % at 10.4 µM; Q92698;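 active = mean normalized replicate activity at least 40 and at least half of replicates scoring 40 or more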;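 also: 0% = median of neutral control wells and 100% = median of positive control wells; inhibitors cause a drop in the FAM fluorescence signal; in these data hits start at about 50%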
ERAP1 HTS inh = ERAP1 (human) enzyme inhibition; Q9NZ08; inhibition, % at 10.7 µM; recombinant ERAP1, Leu-AMC fluorescence, 60 min; 0.15% of 340,000 active;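 active = mean replicate inhibition of at least 30%, or all replicates individually reaching that 30% level; inactive = mean below 30% and not every replicate reaching it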;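 also: 0% = neutral control wells and 100% = L-leucinethiol positive control wells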
RAD52 inh = blocks human RAD52 DNA annealing; 0.46% of 360,000 active; recombinant RAD52 DNA annealing, FRET fluorescence; AID 651710; inhibition, % at 18.7 µM; P43351;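 active = every replicate showing at least 50% inhibition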
ERp5 inh = blocks human ERp5 reductase activity on insulin. Q15084. ERp5 insulin aggregation, absorbance 650 nm, 90 min. inhibition, % at 9.99 µM. 0.05% of 350,000 active;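 active = mean replicate inhibition above about 25%, with every replicate also reaching it, limit read from the data, passing the limit was not always enough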
An asterisk follows results filed as active.

SMILES | S100A4 inh HTS | esBAF inh | E-selectin induc | XiGFP reactiv | RAD54 inh | ERAP1 HTS inh | RAD52 inh | ERp5 inh
O=C(CCN1CCN(CCO)CC1)N1c2ccccc2Sc2ccc(C(F)(F)F)cc21 | -0.7 | -6.4 | 0.0 | -0.1 | -0.4 | -1.8 | -3.5 | 13.6

Source: PubChem BioAssay (Broad Institute)

These rows are one share of the data; count on the stated rates, not on these rows.
